# Assay outcomes deposited in PubChem BioAssay by Broad Institute.
# PglD DTNB: C. jejuni PglD acetyltransferase inhibitors, primary screen, biochemical, DTNB colorimetric, single point; UDP-N-acetylbacillosamine N-acetyltransferase PglD (Campylobacter jejuni); purified PglD enzyme, DTNB colorimetric CoA detection; inhibition, % at 12.5 µM; actives 0.098% (n = 360,000); AID 602405, 2012; in the data active means inhibition above about 16%, passing the limit was not always enough; inconclusive means no clear call, values can overlap the other calls; further: strong numbers were not always called active
# ERp5 block: inhibitors of ERp5-driven insulin aggregation, primary screen, biochemical, turbidity, absorbance 650 nm, single point; 90 min; Protein disulfide-isomerase A6 (Homo sapiens), Q15084; actives 0.05% (n = 350,000); AID 651711, 2012; inhibition, % at 9.99 µM;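 active means mean replicate inhibition above about 25%, with every replicate also reaching it, limit read from the data, passing the limit was not always enough; inconclusive means only one of those two criteria met; inactive means neither criterion met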
# Target sequence (Q15084 whole entry, looked up): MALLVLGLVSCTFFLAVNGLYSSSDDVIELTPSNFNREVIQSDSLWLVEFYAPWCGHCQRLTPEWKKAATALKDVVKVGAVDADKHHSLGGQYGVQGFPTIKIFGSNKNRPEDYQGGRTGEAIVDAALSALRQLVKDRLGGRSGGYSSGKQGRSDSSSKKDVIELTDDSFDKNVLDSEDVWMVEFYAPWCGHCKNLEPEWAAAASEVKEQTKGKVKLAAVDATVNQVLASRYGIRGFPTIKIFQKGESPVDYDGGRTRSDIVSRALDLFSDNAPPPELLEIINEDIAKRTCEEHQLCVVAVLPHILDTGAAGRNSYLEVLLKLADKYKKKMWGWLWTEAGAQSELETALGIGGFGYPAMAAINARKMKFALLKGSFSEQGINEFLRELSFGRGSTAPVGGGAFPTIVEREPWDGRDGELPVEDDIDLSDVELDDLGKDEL
# E-selectin induc: E-selectin induction in HUVECs, primary screen, imaging, HUVEC, immunofluorescence imaging, single point. AID 686992, 2013. normalized: neutral wells 0, TNF-alpha wells 100. activation, % at 7.58 µM. actives 0.37% (n = 260,000). P16581;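 active means mean E-selectin-positive cell signal at least 10% of the positive control, reached in at least 60% of replicates, without over 20% cell loss; inconclusive means no rule given, readout overlaps actives, possibly toxicity-flagged; inactive means the rest, including those meeting only one limit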;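 further: in these data hits start at about 27%; measured in HUVEC primary endothelial cells; signal is the percent of cells scored E-selectin positive by PE staining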
#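 System: HUVEC, human umbilical vein endothelial cells; quantity: 3,000 cells/well; buffer or medium: EGM-2 medium, gelatin-coated wells; dosing: single-point compound dose; detection: immunofluorescence imaging; evaluation: % PE-positive cells; benchmarks: TNF-alpha, DMSO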
# DENV2 CPE rescue: inhibitors of DENV2 cytopathic effect, primary screen, cell-based, plate reader, single concentration | DENV2-infected cells, cytopathic effect rescue | CPE inhibition, % at 9.99 µM | actives 1.7% (n = 350,000) | AID 651640, 2012; in the data active means CPE inhibition above about 20%, passing the limit was not always enough; inconclusive means no clear call, values can overlap the other calls; tested in BHK-21 cells;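 further: 0% = median of neutral control wells and 100% = median of positive control wells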
# S100A4 inh HTS: inhibitors of S100A4-myosin IIA peptide binding, primary screen, biochemical, fluorescence polarization, TAMRA-MyoIIA peptide; Protein S100-A4 (Homo sapiens), P26447; inhibition, % at 10.7 µM; actives 0.14% (n = 360,000); AID 652163, 2013;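 active means mean inhibition of at least 70% across replicates, with every replicate also reaching that level; inconclusive means mean inhibition reaches 70% but some replicates fall short; inactive means mean inhibition below 70%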
# Target sequence (P26447 whole entry, looked up): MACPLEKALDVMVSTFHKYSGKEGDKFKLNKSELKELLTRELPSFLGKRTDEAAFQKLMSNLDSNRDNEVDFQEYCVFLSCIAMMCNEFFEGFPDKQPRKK
#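 Material: S100A4 monomer protein | Medium: HEPES pH 7.2 with CaCl2, KCl, NaCl, DTT, Triton | Reagent: Labelled myosin peptide probe, 5 nM | Doses: One dose per compound | Times: 5 min incubation before reading | Benchmarks: Neutral control DMSO, positive control TFP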
# Statin myotox sup: suppressors of statin myotoxicity in C2C12 myotubes, primary screen, cell-based, single point, plate reader; actives 0.78% (n = 330,000); rescue of ATP level, % at 7.49 µM; AID 602340, 2012; C2C12 myotubes + simvastatin, ATP luminescence, 48 h; scaled: DMSO 0, geranylgeraniol control 100;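 active means mean ATP rescue above about 67%, or every replicate alone reaching that limit, limit read from the data, passing the limit was not always enough; inconclusive means no clear call, values can overlap the other calls; inactive means mean under the limit and some replicate under it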;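 further: myotubes were challenged with 10 µM simvastatin during compound exposure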
# SIRT5 block: SIRT5 desuccinylase inhibitors, primary screen, biochemical, fluorescence imaging, single point, set 5 | NAD-dependent protein deacylase sirtuin-5, mitochondrial (Homo sapiens), Q9NXA8 | Purified SirT5, succinyl-peptide AMC, trypsin-coupled fluorescence | inhibition, % at 15 µM | actives 1.1% (n = 330,000) | AID 652115, 2013; in the data active means inhibition above about 15%; inconclusive means no clear call, values can overlap the other calls
# Target sequence (Q9NXA8 whole entry, looked up): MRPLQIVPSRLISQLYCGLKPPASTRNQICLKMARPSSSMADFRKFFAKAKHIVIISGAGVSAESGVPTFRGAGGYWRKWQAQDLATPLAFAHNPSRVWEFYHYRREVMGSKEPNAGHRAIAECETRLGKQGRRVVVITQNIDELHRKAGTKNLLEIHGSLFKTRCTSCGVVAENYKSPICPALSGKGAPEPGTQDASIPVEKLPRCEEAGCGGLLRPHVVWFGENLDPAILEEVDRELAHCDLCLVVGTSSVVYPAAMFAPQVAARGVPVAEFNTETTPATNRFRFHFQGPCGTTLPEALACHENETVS
# The depositor's hits bear a star; ? = inconclusive; · = not tested or not shown. These rows are one share of the data; rates above refer to the full screens.
SMILES,PglD DTNB,ERp5 block,E-selectin induc,DENV2 CPE rescue,S100A4 inh HTS,Statin myotox sup,SIRT5 block
O=C(CCNS(=O)(=O)c1ccccc1Cl)OCc1nnc(-c2ccccc2Cl)o1,·,-5,-0.1,-12,-4,6,11
NS(=O)(=O)c1cc2c(cc1Cl)NC(CC1CCCC1)NS2(=O)=O (stereo not drawn),·,3,-0.1,-2,-2,·,-1
CC(=O)N/C(=C\c1ccc(F)cc1)C(=O)NC(C(=O)O)C(C)C (stereo not drawn),8,-1,·,-5,2,-2,0
C[C@@H]1CN([C@@H](C)CO)S(=O)(=O)c2ccc(C#Cc3ccccc3F)cc2O[C@@H]1CN(C)CC1CCOCC1,-1,1,·,-1,-1,-8,1
CC(C)CCN1CCNC(=O)C1CC(=O)N(C)CCCN1CCOCC1 (stereo not drawn),9,6,1.4,1,-1,1,-4
COc1ccccc1CNC(=O)C[C@H]1CC[C@@H]2[C@H](COC[C@H](O)CN2Cc2ccccc2)O1,-2,-6,0.0,-1,6,8,3
COc1ccc(-c2nnc3ccc(SCC(=O)Nc4nccs4)nn23)cc1OC,·,6,2.2,-1,-1,·,-2
CCCNC(=O)N1CCC(c2nc3ccccc3s2)CC1,-3,-4,0.0,-5,1,5,-7
Cc1cc(C(=O)NNC(=O)c2ccccc2[N+](=O)[O-])c(C)o1,-2,4,0.2,-1,1,3,-3
N#C/C(=C/c1cccn1-c1cccc(C(=O)O)c1)c1ccc(F)cc1,·,-1,·,·,0,·,1
COc1ccc(F)cc1-c1cc(C(=O)NCc2cccc(Cl)c2)[nH]n1,4,2,-0.2,8,3,-4,-5
CCc1ccc(C(=O)CSc2nc(N)cc(=O)[nH]2)cc1,-2,2,·,-8,3,-12,2
O=C(C[C@H]1C=C[C@@H](NC(=O)Cc2cccnc2)[C@H](CO)O1)Nc1ccccc1,3,-1,-0.3,-4,?,8,0
C[C@H](CO)N1C[C@H](C)[C@H](CN(C)C)Oc2ccc(N(C)C)cc2C1=O,2,2,·,2,7,-18,2
COC(=O)c1cc(NC(=O)C2(S(=O)(=O)c3ccc(Cl)cc3)CC2)cc(C(=O)OC)c1,7,1,-0.5,0,-2,7,-1
COc1ccc2c3c([nH]c2c1)[C@H](CO)N(C)CC31CN(S(=O)(=O)c2cn(C)cn2)C1,·,-6,0.8,-3,-15,·,·
C[C@@H]1CN([C@@H](C)CO)C(=O)c2cc(NC(=O)Nc3ccccc3)ccc2O[C@@H](C)CCCCO[C@@H]1CN(C)S(=O)(=O)c1ccccc1,5,-3,·,-4,-9,·,5
O=C(OCc1ccccc1)N1CCC2CC1c1ccc(N3CCNCC3)cc12 (stereo not drawn),-2,1,-1.0,75*,-6,-14,-2
CCCCn1c2ccccc2c2nnc(SCC(=O)NC3=NN=C(c4ccccc4)CS3)nc21,·,-2,·,-2,3,·,2
C[C@@H]1CN([C@@H](C)CO)C(=O)CCCn2cc(nn2)CO[C@H]1CN(C)Cc1ccc(-c2ccccc2)cc1,0,3,-0.1,1,28,1,-6
O=C(c1cccc(F)c1)N1CC2(C1)[C@H](c1ccccc1)[C@H](CO)N2C(=O)C1CCCCC1,·,7,0.2,-9,-10,·,4
CCN(CC)C(=O)Cn1cc(S(=O)(=O)CC(=O)Nc2ccc(F)cc2)c2ccccc21,0,-1,-0.4,?,-4,·,-1
CCS(=O)(=O)N1CC2(C1)[C@@H](c1ccccc1)[C@@H](CO)N2Cc1ccc(F)cc1,·,3,-0.2,1,0,·,6
CCN(CC)CCOC(=O)/C=C/c1ccccc1,·,2,·,-6,-1,·,1
Cc1ccc(C)c(N(CC(=O)NC2CCCC2)C(=O)c2csnn2)c1,3,-1,0.1,-1,1,-2,-1
# (listing goes on)
SMILES,PglD DTNB,ERp5 block,E-selectin induc,DENV2 CPE rescue,S100A4 inh HTS,Statin myotox sup,SIRT5 block
O=C1NC2(CCCCC2)C(=O)N1CCS(=O)(=O)Oc1ccc(Br)cc1,·,-12,·,2,-1,·,-4
COC(=O)c1ccc(C(=O)NC(=S)Nc2ccc3nc(SC)sc3c2)cc1,·,2,-0.1,0,-2,·,0
CCCCCCC1CC(CCc2nc(=S)[nH][nH]2)C(=O)O1 (stereo not drawn),-6,·,-0.1,·,·,11,·
O=C(Nc1ccc(-c2n[nH]c(=S)o2)cc1)c1ccccc1Br,-4,4,·,2,-11,3,3
CC(OC(=O)CC1CC2CCC1C2)C(=O)Nc1cccc(S(=O)(=O)N2CCOCC2)c1 (stereo not drawn),·,-3,0.6,11,-5,·,4
COc1ccc(S(=O)(=O)NCCc2cc3ccc(C)c(C)c3[nH]c2=O)cc1,4,3,·,4,-1,6,-2
CN(C)c1ccc2c(c1)[C@H]1C[C@H](CC(=O)NCCN3CCCCC3)O[C@@H](CO)[C@H]1O2,3,-2,0.1,14,1,3,-5
C[C@H]1CN([C@@H](C)CO)C(=O)Cc2cc(NC(=O)Cn3cnnn3)ccc2O[C@H]1CN(C)Cc1ccc(Cl)c(Cl)c1,-9,0,0.1,1,-1,26,-3
CCC(C)NC(=O)c1cn(CCOC)c(=O)c2c1c1ccccc1n2C (stereo not drawn),-1,3,2.6,-3,-1,-9,-9
COCCNC(=S)N(CCO)Cc1cc2cc3c(cc2[nH]c1=O)OCCO3,6,-5,·,-1,-6,1,0
O=C(CN1CCOc2ccccc21)NCc1ccccc1,5,-2,·,13,35,9,·
CCCCNC(=O)C1(C)CCN1C(=O)c1csnn1 (stereo not drawn),-4,3,0.0,4,-4,-1,·
COc1cccc(NC(=O)N[C@H]2CC[C@H](CC(=O)N3CCN(C)CC3)O[C@H]2CO)c1,-2,0,0.0,-10,2,-7,-1
CC(C)C1CC(CCNCc2ccc(N(C)C)cc2)(c2ccccc2)CCO1 (stereo not drawn),10,2,·,10,-1,·,-1
CCNC(=O)Nc1ccc2c(c1)C(=O)N(C)[C@@H]1CC[C@@H](CC(=O)NC3CCCCC3)O[C@@H]1CO2,0,0,0.0,?,0,-4,-2
COc1ccc(-c2ccc(-c3cc(=O)oc4cc(OC)c(OC)c(OC)c34)cc2)cc1OC,-2,2,-1.3,12,-2,-8,2
CC(C)C(=O)N1CCC1(C)C(=O)Nc1ccccc1OC(F)F (stereo not drawn),-7,-9,-0.4,?,-4,7,2
C[C@@H]1CCCCO[C@H](CN(C)C(=O)NC2CCCCC2)[C@H](C)CN([C@@H](C)CO)C(=O)c2cc(NS(=O)(=O)c3ccccc3)ccc2O1,-1,3,-0.1,5,23,·,6
CCOC(=O)C(=O)Cc1nc2ccccc2s1,·,1,·,9,-4,·,2
Cc1ccc(CCNC(=O)C2=CCN(S(=O)(=O)c3ccccc3)CC2)cc1,-4,8,-0.1,-7,-5,0,-6
Cc1cccc(NC(=O)CCNC(=O)c2ccco2)c1C,·,-2,0.7,·,8,·,·
COc1ccc(CNC(=O)C[C@H]2C[C@@H]3c4cc(N(C)C)ccc4O[C@@H]3[C@H](CO)O2)cc1,3,-1,-0.1,-1,-1,10,-3
COC(=O)c1scc(C)c1NC(=O)/C=C/C(=O)O,·,-2,-0.1,2,0,·,·
CN(C)c1ccc(-c2ccnc3c2CC(C)(C(=O)Nc2cccc(C(F)(F)F)c2)O3)cc1 (stereo not drawn),1,-10,5.4,3,4,·,-4
Fc1cccc(Cl)c1CNc1ccc(N2CCCC2)cc1,-1,16,0.4,5,-8,-13,0
# New compounds follow
SMILES,PglD DTNB,ERp5 block,E-selectin induc,DENV2 CPE rescue,S100A4 inh HTS,Statin myotox sup,SIRT5 block
CCOc1ccccc1N1C(=O)CN(Cc2ccc(OC)c(OC)c2)C1=S,2,-12,0.0,3,-6,6,-1
CCOc1ccc(NC(=O)CSc2nnc(Cc3csc(C)n3)o2)cc1,4,4,·,4,-12,6,-2
COc1ccc(-c2ccc([C@@H]3[C@@H](CO)N4CCCCN(C(=O)c5ccc(F)cc5)C[C@H]34)cc2)cc1,-1,0,0.0,5,-3,·,0
Cc1cc(=O)[nH]c(SCC(=O)Nc2ccc3c(c2)CCC3)c1C#N,-2,2,1.5,4,-11,10,-13
CCCNc1nc(C)cc(-c2cc(C(=O)Nc3ccccc3)on2)n1,1,-3,·,-14,-1,-16,·
CNc1nc(Nc2ccc(C)cc2C)c2sccc2n1,0,4,0.2,-4,-1,4,-2
COc1cccc(CC(=O)OCC(=O)c2cc(OC)ccc2OC)c1,-2,2,0.2,-3,2,0,-1
Cc1nnc(NC(=O)CSc2nnc(CNC(=O)c3ccc(F)cc3)o2)s1,0,3,-0.1,?,-1,1,-1
O=C(C1CCC1)N1CC(=O)N2[C@H](C1)[C@H](c1ccc(C#Cc3cccc(F)c3)cc1)[C@@H]2CO,·,3,·,13,7,·,-2
COc1cc2[nH]c3c(=O)n(N)c(=O)[nH]c3c2cc1OC,5,2,-0.5,-4,1,9,-1
CC1Cc2cc(/C(O)=C3/C(=O)C(=O)N(CCCn4ccnc4)C3c3ccc(Br)cc3)ccc2O1 (stereo not drawn),0,4,·,-1,30,-10,3
CCCNC(=O)Nc1ccc2c(c1)C(=O)N(C)C[C@H](OC)[C@H](C)CN(C)[C@@H](C)CO2,0,-3,0.0,101*,12,13,-1
COc1cccc(Nc2nnc(Cc3cccnc3)c3ccccc23)c1,10,3,0.5,-1,1,16,-4
CN(C)CC(=O)N[C@H]1CC[C@@H](CCNS(=O)(=O)c2ccccc2)O[C@@H]1CO,-1,-10,0.2,7,23,2,2
O=C1/C(=C/c2cccnc2)CC/C1=C\c1cccnc1,-1,5,·,3,-16,·,-1
O=C(NCC[C@H]1CC[C@@H](NC(=O)Nc2cc(F)ccc2F)[C@@H](CO)O1)Nc1ccc(Cl)cc1,3,8,1.2,-2,8,5,-4
C[C@@H]1CCCCO[C@@H](CN(C)CC2CCCCC2)[C@H](C)CN([C@@H](C)CO)C(=O)c2cc(NC(=O)Nc3cccc4ccccc34)ccc2O1,8,-2,1.4,1,5,·,2
CC(=O)c1ccc(NC(=O)c2ccc3c(=O)n4c(nc3c2)CCCCC4)cc1,8,-1,·,?,-30,-39,-4
CN(CC(=O)Nc1ccccc1Cl)CC(=O)Nc1ccccc1[N+](=O)[O-],·,-1,9.3,-10,-12,6,-7
C[C@@H]1CN([C@H](C)CO)C(=O)c2cc(NC(=O)C3CCCCC3)ccc2O[C@@H](C)CCCCO[C@@H]1CN(C)C(=O)Nc1ccc2c(c1)OCO2,·,9,0.2,16,-12,·,-9
COc1ccc(CCNC(=O)CSc2nc(O)cc(=O)[nH]2)cc1OC,-5,3,2.3,1,-19,·,-4
CC(Oc1ccc(Br)cc1)c1nc2c3ccccc3nc(=S)n2[nH]1 (stereo not drawn),·,-3,-0.1,4,0,·,12
Cc1ccc(C(=O)NCCN2CCNC2=O)cc1,-5,-5,1.1,5,3,·,7
CCOC(=O)CN1CC23C=CC(O2)C(C(=O)NCc2ccc(F)cc2)C3C1=O (stereo not drawn),-3,1,·,-4,13,11,·
C[C@@H]1CN([C@H](C)CO)C(=O)Cc2cc(NC(=O)C3CCCCC3)ccc2O[C@H]1CN(C)S(=O)(=O)c1cccs1,3,-6,-0.2,-2,-34,-16,1
